High-throughput results as filed in PubChem.
HTR5A ag – counter-screen for OPRM1-OPRD1 agonists: human HTR5A agonism; P47898; HTR5A agonist assay, luminescence, cell-based; activation, % at 9.3 µM; 0.61% of 340,000 active; AID 504692; in the data active = activation mostly above about 9.5%, no sharp cut-off; inactive = mostly below about 7.6%;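 note: 0% = cells with vehicle only and 100% = reference agonist; strong numbers were not always called active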
Target sequence (P47898 whole entry, looked up): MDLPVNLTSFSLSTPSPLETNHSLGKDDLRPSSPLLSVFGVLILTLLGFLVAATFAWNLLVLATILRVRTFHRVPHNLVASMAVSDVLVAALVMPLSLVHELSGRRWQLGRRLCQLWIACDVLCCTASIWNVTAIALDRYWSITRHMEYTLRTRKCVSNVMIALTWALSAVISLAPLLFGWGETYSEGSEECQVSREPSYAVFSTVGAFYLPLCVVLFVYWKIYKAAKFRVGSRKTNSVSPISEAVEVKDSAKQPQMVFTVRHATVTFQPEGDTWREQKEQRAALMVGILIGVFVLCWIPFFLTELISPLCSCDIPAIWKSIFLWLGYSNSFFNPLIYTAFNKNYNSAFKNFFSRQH
V-ATPase pHluor – regulators of yeast V-ATPase proton transport; S. cerevisiae, pHLuorin cytosolic pH fluorescence; response, % at 10 µM; 0.37% of 350,000 active; AID 504577; in the data active = response mostly above about 7.3%, no sharp cut-off; inactive = mostly below about 5.4%; note: actives read high; inactives centre near 0; some compounds called inactive have numbers as strong as hits; reference of the scale not given here
DAGLB inhibitor – diacylglycerol lipase beta (human) inhibition; 0.059% of 340,000 active; HEK293T DAGLB membrane lysate, EnzChek fluorogenic substrate; Q8NCG7; inhibition, % at 5.17 µM; in the data active = inhibition above about 34%;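 note: 0% = enzyme with vehicle and 100% = wells lacking enzyme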
Target sequence (Q8NCG7 whole entry, looked up): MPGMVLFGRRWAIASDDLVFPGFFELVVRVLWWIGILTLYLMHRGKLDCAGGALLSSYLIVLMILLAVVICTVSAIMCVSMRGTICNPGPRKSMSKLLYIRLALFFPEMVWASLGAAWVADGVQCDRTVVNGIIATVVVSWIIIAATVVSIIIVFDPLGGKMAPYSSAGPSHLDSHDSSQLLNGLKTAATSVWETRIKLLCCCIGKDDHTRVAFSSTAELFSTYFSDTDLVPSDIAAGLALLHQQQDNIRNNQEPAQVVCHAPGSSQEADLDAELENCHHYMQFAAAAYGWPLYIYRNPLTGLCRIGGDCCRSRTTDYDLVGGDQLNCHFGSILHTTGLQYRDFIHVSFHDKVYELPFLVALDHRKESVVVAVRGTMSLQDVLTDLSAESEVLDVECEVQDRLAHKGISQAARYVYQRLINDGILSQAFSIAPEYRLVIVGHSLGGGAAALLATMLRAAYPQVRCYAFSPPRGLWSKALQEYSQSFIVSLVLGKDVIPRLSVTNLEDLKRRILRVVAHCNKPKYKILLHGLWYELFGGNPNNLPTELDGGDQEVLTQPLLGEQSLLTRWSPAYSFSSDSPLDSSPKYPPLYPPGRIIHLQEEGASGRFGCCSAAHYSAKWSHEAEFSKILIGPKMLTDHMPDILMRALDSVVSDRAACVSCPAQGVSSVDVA
PKA-R1A activ – activates the PKA-R1A holoenzyme complex; PKA-R1A dissociation, Cy5-IP20 fluorescence polarization; scaled: DMSO 0%, 113 µM cGMP 100%; activation, % at 11.4 µM; 0.083% of 340,000 active;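 active = percent activation above the mean of all tested compounds plus 3 SD, cut at about 19% in these data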;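 note: higher means more PKAc released from R1A so a rise in polarization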
Arrestin-AP2 inh – blocks beta-arrestin peptide binding to AP2 adaptin; inhibition, % at 10 µM; 0.31% of 340,000 active; FITC-arrestin peptide / GST-AP2 beads, flow cytometry; AP2 beta2 appendage carries R879A mutation; AID 504490;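 active = inhibition above a set limit, near 3 SD of compounds lacking own fluorescence, cut at about 54% in these data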;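 note: plate controls were DMSO wells for no effect and 5 µM unlabelled arrestin peptide for full effect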
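system = GST-tagged AP2 beta2-adaptin appendage (R879A) on 4 µm glutathione beads | reagent = FITC-labelled arrestin peptide probe, 50 nM final | schedule = compound with beads 12 min RT, then probe 1 h RT | signal = HyperCyt-sampled flow cytometry, FL1 channel, ex 488/em 535 nm | read-out = percent response from loss of bead-bound FITC fluorescence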
Pemphigus Ab inh – blocks pemphigus antibody binding to human desmoglein-3. DSG3-coupled beads, scFv-anti-DSG3-GFP binding, flow cytometry; stronger effect = lower value. binding (percent of control), % at 10 µM. AID 588358. 0.48% of 310,000 active;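 active = binding more than 3 SD below its plate's average and above zero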;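 note: hits lower antibody fragment binding to DSG3; some compounds called inactive have numbers as strong as hits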
MOR-DOR ag – agonists of human mu-delta opioid receptor heterodimerization; P35372+P41143; cells, OPRM1-OPRD1 heterodimerization, luminescence; 0.3% of 340,000 active; AID 504326; activation, % at 9.3 µM; in the data active = activation above about 18%;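 note: 0% = vehicle-treated cells and 100% = reference agonist; values of inactives mirror those of a sister screen read the other way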
PKA-R2B activ – activates the human PKA-R2B holoenzyme complex | P22694+P31323 | activation, % at 11.4 µM | PKA-R2B holoenzyme dissociation, Cy5-IP20 fluorescence polarization; R2B truncated from residue 108, S112A mutant; 0% DMSO only, 100% 113 µM cGMP | 0.079% of 340,000 active;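 active = activation above a cutoff set at the mean over all compounds plus 3 SD, cut at about 18% in these data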;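 note: higher means more holoenzyme dissociation and a rise in polarization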
MOR-DOR inv ag – inverse agonists of human mu-delta opioid receptor heterodimerization | P35372+P41143 | inhibition, % at 9.3 µM | cell-based MOR-DOR heterodimer luminescence, inverse agonism | AID 504357 | 0.21% of 340,000 active; in the data active = inhibition above about 22%, passing the limit was not always enough;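 note: 0% = cells with DMSO and 100% = wells without cells with DMSO; values of inactives mirror those of a sister screen read the other way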
HTR5A inv ag – inverse agonist of human HTR5A in OPRM1-OPRD1 counter-screen | P47898 | HTR5A cell line, luminescence, inverse agonism | inhibition, % at 9.3 µM | 0.083% of 340,000 active | AID 504634; in the data active = inhibition mostly above about 23%, no sharp cut-off; inactive = mostly below about 18%;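 note: 0% = cells with DMSO and 100% = no-cell wells with DMSO; some compounds called inactive have numbers as strong as hits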
Active calls of the source: *; · = not tested or not shown. Rows were taken by chance. Share with any hit: about 2.4%.

item	mol	HTR5A ag	V-ATPase pHluor	DAGLB inhibitor	PKA-R1A activ	Arrestin-AP2 inh	Pemphigus Ab inh	MOR-DOR ag	PKA-R2B activ	MOR-DOR inv ag	HTR5A inv ag
1	CCN1CCN(C(C(=O)NC2CCCCC2)c2ccc(Cl)cc2)CC1 (configuration not stated)	-2	4	3	-3	-3	·	-1.9	1	11	4
2	COc1cc(NC(=O)Cc2ccc(Cl)cc2)ccc1NC(=O)c1ccco1	2	-1	-1	5	-5	87	1.2	-2	-6	29
3	CCOC(=O)[C@@H]1[C@H]2COc3ccccc3[C@@H]2N2C(=O)N(c3ccccc3)C(=O)[C@]12C	6	0	1	-2	-8	110	-2.4	-6	14	-19
4	Cc1ccccc1CCNC(=O)CCn1nc(C)c2c(C)n(-c3ccccc3)nc2c1=O	1	3	0	2	7	71	0.1	-1	0	9
5	CCCn1nc(C(=O)NNC(=O)c2ccc(C)c(C)c2)c2ccccc2c1=O	-1	-3	-3	0	-2	90	-3.0	-7	13	3
6	CC(C)Cc1nnc(NC(=O)CCC(=O)N2CCN(c3ccccn3)CC2)s1	-4	-3	2	12	24	102	-0.1	6	1	5
7	O=C(COc1ncnc2ccccc12)Nc1ccc(Cl)c(S(=O)(=O)N2CCOCC2)c1	-1	-4	0	-1	-16	94	-2.4	3	12	-3
8	O=C(N/C=C\c1ccccc1)NCc1ccc(Cl)cc1Cl	1	2	1	-6	-2	·	2.1	1	-10	-25
9	CCc1ccccc1N(C)S(=O)(=O)c1ccc2[nH]cc(C(=O)O)c(=O)c2c1	6	7	13	-10	-4	106	0.8	-7	-4	23
10	COc1cccc(-c2noc(CCC(=O)Nc3cccnc3)n2)c1	1	0	-2	6	-3	105	-0.8	-6	4	-2
11	CC(C)OP(=O)(OC(C)C)C(Nc1ccccc1)c1cccc2c1OCO2 (configuration not stated)	-2	5	0	1	-5	104	-2.3	2	12	-24
12	Cc1cc(NC(=O)c2ccc(Cl)cc2Cl)no1	-2	2	-3	-14	8	102	-1.4	-13	7	6
13	Cc1noc(C)c1CSc1nc2[nH]ncc2c(=O)n1-c1ccccc1	2	8	5	6	29	98	-2.2	1	12	-3
14	COC(=O)c1cc(COc2ccc3c4c(c(=O)oc3c2)CCCC4)c(C)o1	-2	1	-2	-11	45	99	-3.1	4	18	-7
15	O=S(=O)(NC1=NCCCCC1)c1ccc(F)cc1	-4	-1	-1	-4	22	102	-3.3	0	18	10
16	COc1ccc(N=C(C)C2=C(O)c3ccccc3C2=O)cc1	1	0	-5	2	10	130	-2.8	-4	15	-6
17	CCCOc1ccc(CC2CCC(=O)NC2=O)cc1 (configuration not stated)	3	11	1	6	2	104	0.5	5	-4	-8
18	CC1(C)CC(=O)c2sc(NC(=O)CN3CCCCC3)nc2C1	5	0	0	1	1	114	-1.4	4	8	-24
19	CCn1cc(C(=O)NC2CCCc3c2cnn3-c2cccc(C)c2C)cn1 (configuration not stated)	2	2	0	-5	-12	·	0.7	1	-4	-7
20	O=c1oc2ccccc2c2c1C(c1ccc(Cl)cc1)Nc1ccc3ccccc3c1-2 (configuration not stated)	-4	-1	-3	-4	85*	93	1.0	0	-5	10
21	CCc1sc(C(=O)Nc2cc(S(=O)(=O)N3CCOCC3)ccc2OC)cc1C	2	2	-3	-14	-26	107	-0.3	-13	1	-8
22	CCc1nc(SCC(=O)N2CCC(C)CC2)c2c(=O)n(C)c(=O)n(C)c2n1	0	0	1	-2	6	113	-1.4	11	8	-1
23	CN(C)S(=O)(=O)c1ccc(Nc2ccc(-c3ccc4c(c3)OCCO4)nn2)cc1	-7	1	2	-5	-3	69*	-0.7	-8	4	-1
24	COc1ccc(NC(=O)Nc2ccccc2SC)cc1OC	-1	-3	-1	-2	-17	92	-2.0	0	11	7
25	CCCS(=O)(=O)Nc1c(C(=O)OC)[nH]c2ccccc12	3	-1	-1	-7	-10	106	-4.2	3	22	-5
26	O=C(CN1CCN(Cc2ccccc2)CC1)N1CCCc2c1c(=O)oc1ccc(O)cc21	-2	0	-1	-2	-7	·	1.9	2	-10	-17
27	COc1ccc2nc(C)c(C(N)=O)cc2c1	-3	-2	-4	-5	-3	95	-3.1	-3	14	8
28	O=C(NCCCN1CCOCC1)c1nn2c(C(F)(F)F)cc(-c3ccco3)nc2c1Cl	-5	5	0	8	-3	·	-1.0	-10	6	12
29	COc1ccc(/C=N/NC(=O)c2nnn(-c3nonc3N)c2-c2cccc(OC)c2)cc1	-1	3	-1	-1	14	98	-0.8	6	4	3
30	O=C1OC2CCC1(c1ccccc1)C2 (configuration not stated)	1	4	-2	-7	-35	95	-0.6	1	4	-9
31	COCCCNc1nc2ccccc2nc1NS(=O)(=O)c1ccccc1	1	0	3	1	1	113	-1.2	-16	6	2
32	Cc1cc(S(=O)(=O)NCc2ccccc2)ccc1OCC(=O)N1CCOCC1	-1	0	1	-4	39	101	-2.4	2	12	4
33	Cc1ccccc1C(=O)N1CCN(c2ncnc3c2cnn3-c2ccccc2)CC1	3	6	2	-4	4	96	-0.8	-5	5	22
34	Cn1c(CSCc2ccccc2)nnc1SCC(=O)Nc1nccs1	-4	2	1	5	20	102	-3.4	10	15	10
35	CCC[N+](CC#Cc1ccccc1)(CCC)CC(=O)OCC	0	-1	-2	-6	-29	·	-1.4	-11	7	4
36	Cc1ccc(NC(=S)N2CCC(NC(=O)c3ccccc3)CC2)cc1	-8	-6	-2	4	3	103	0.9	3	-5	20
37	Cc1ccc(S(=O)(=O)N2CCN(C(=O)COC(=O)/C=C/c3ccc(C(F)(F)F)cc3)CC2)c(C)c1	8	-1	0	0	-6	·	0.8	5	-3	-23
38	N#Cc1cccc2cccc(S(=O)(=O)N3CCOCC3)c12	-4	3	1	-8	0	101	-3.6	-2	14	9
39	Cc1ccc(C)c(NC(=S)N2CCN(Cc3ccccc3)CC2)c1	5	-2	-1	-3	9	88	1.0	-10	-6	-16
40	COc1ccccc1N1CCN(C(=O)C(=O)c2cn(CC(=O)N3CCCC3)c3ccccc23)CC1	4	5	-2	3	27	112	-3.0	-6	12	-11
41	Cc1cc(-c2ccccc2)nc(N/N=C/c2ccc([N+](=O)[O-])cc2)n1	5	0	-1	-4	22	86	3.6	0	-18	-10
42	NC(=O)C1CC(=O)N(c2ccc(OCc3ccc(F)cc3)cc2)C1 (configuration not stated)	3	-1	-1	-4	30	99	-5.1	8	23	-11
43	CC(/C=N/NC(=O)c1nnn(-c2nonc2N)c1C)=C\c1ccccc1	3	1	-1	-6	7	104	-1.2	10	7	-9
44	CCCCC(=O)Nc1ccc(C(=O)Nc2cccnc2)cc1	-4	-2	1	-5	34	104	-3.9	-10	19	10
45	O=C(Nc1cccc(-c2cnc3ccccc3n2)c1)c1cccc(NC(=O)c2ccco2)c1	14*	4	0	3	0	·	51*	1	-265	-53
46	Cc1cccc(NC(=O)CSCC(=O)N(C)CC(=O)Nc2cccc(F)c2)c1	-5	1	1	-6	24	103	-1.2	4	8	12
47	CCOC(=O)c1sc(C)c2c(=O)n(Cc3ccc(Cl)cc3)cnc12	2	-2	-1	-3	1	102	0.7	-7	-4	2
48	COc1ccc(C(=O)NNC(=S)NC(=O)c2cccs2)cc1	-1	-2	2	-9	-8	109	-2.4	-5	13	2
49	COc1ccc(C(=O)Nc2nc(N)n(-c3ccccc3)n2)cc1OC	-1	-1	-1	6	-10	94	-1.6	-16	9	28
50	CCOC(=O)c1c(C)[nH]c(C(=O)COC(=O)c2oc3ccc(OC)cc3c2C)c1C	3	1	-1	0	15	102	-2.0	6	11	-16

More results:
item	mol	HTR5A ag	V-ATPase pHluor	DAGLB inhibitor	PKA-R1A activ	Arrestin-AP2 inh	Pemphigus Ab inh	MOR-DOR ag	PKA-R2B activ	MOR-DOR inv ag	HTR5A inv ag
51	NC(=O)C1CCN(c2nnnn2-c2ccccc2)CC1	-8	4	2	0	0	114	-1.5	14	8	17
52	COc1ccccc1CNC(=O)C(=O)NCC(c1ccco1)N1CCOCC1 (configuration not stated)	7	8	0	1	-2	104	-1.1	-1	6	-7
53	O=C(CNC(=O)c1ccc(Br)o1)OCC(=O)c1cccc([N+](=O)[O-])c1	-14	1	0	-5	12	·	-18	-14	83*	36*
54	COc1ccccc1NC(=O)CN(c1ccc(C)cc1)S(=O)(=O)c1c(C)n[nH]c1C	-3	5	-3	-2	-5	104	-3.8	-9	19	8
55	Cc1ccc(N(C(C)C(=O)Nc2cccc(N(C)S(C)(=O)=O)c2)S(C)(=O)=O)cc1 (configuration not stated)	2	-2	0	-5	-2	98	-1.5	-13	8	-6
56	Cc1ccc(S(=O)(=O)N2CCN(C(=O)C3CCCCC3)CC2)cc1	9	-2	-1	1	-5	98	-0.6	4	4	-25
57	Cc1cc(Nc2ccccc2)c2c([N+](=O)[O-])c(C)cc(C)c2n1	9	-5	-2	-10	25	99	2.2	2	-11	-20
58	Cc1ccc(/C=N/OC(=O)c2nn(C)cc2Cl)cc1	0	1	-5	-1	26	99	-1.1	-1	6	-1
59	Cc1nn(-c2ccccc2)c2c1C(c1ccccc1)C(C#N)=C(N)O2 (configuration not stated)	-4	-1	0	2	7	99	-4.9	1	20	10
60	CC1C(=O)N(Cc2cn(CCC3OCCO3)nn2)CCS(=O)(=O)N1Cc1ccc(-c2cccc(N(C)C)c2)cc1 (configuration not stated)	·	1	4	-7	·	98	·	-5	·	·
61	Cc1ccc(C(=O)N2CCN(C(=O)N3CCOCC3)CC2)cc1	-3	-2	0	7	1	103	-0.7	-4	4	8
62	O=S(=O)(c1cccc(F)c1)N1CCN(Cc2cc3c(cc2Br)OCCO3)CC1	-1	2	-5	-9	0	·	3.2	0	-13	3
63	O=C(CC1CCCCC1)OCn1nnc2ccccc2c1=O	2	-5	6	-7	6	97	4.8	-17	-27	-5
64	Cc1nn(-c2ccccc2)c(C)c1/C=N/NC(=O)CSc1nnc(SCc2ccccc2Cl)s1	-1	-1	-4	9	35	101	-1.1	2	6	-33
65	COc1ccc(N2C(=O)C3ON(C4SC(=S)N(C)C4(C)C)C(c4ccc([N+](=O)[O-])cc4)C3C2=O)cc1 (configuration not stated)	0	2	-1	-2	-4	102	-3.3	0	20	-16
66	O=C(C1CCCCC1)N1CCN=C1SCc1cccnc1	5	-1	-2	-8	6	103	-0.8	2	4	-13
67	COc1ccc(NC(=O)c2cc3c(CO)cnc(C)c3oc2=Nc2cccc(C)c2)c(OC)c1	3	-3	-1	6	15	120	-2.6	-1	12	-11
68	O=Cc1ccc(-n2cccn2)cc1	-4	-2	0	2	20	113	-0.4	-4	2	13
69	Cc1cc(C(=O)N/N=C/c2ccc([N+](=O)[O-])o2)c(C)o1	-4	-2	-1	-11	14	90	3.8	-8	-20	-12
